LmPK inh: blocks Leishmania mexicana pyruvate kinase activity | purified LmPK, Kinase-Glo ATP luminescence, 1 h | Potency, µM (highest dose often 57.5 µM), without a hit: at the highest dose activity change, negative = inhibition, actives largely listed as inhibitors | 0.37% of 290,000 active | Q27686; note: potency is the fitted concentration of half-maximal effect
Target sequence (Q27686 whole entry, looked up): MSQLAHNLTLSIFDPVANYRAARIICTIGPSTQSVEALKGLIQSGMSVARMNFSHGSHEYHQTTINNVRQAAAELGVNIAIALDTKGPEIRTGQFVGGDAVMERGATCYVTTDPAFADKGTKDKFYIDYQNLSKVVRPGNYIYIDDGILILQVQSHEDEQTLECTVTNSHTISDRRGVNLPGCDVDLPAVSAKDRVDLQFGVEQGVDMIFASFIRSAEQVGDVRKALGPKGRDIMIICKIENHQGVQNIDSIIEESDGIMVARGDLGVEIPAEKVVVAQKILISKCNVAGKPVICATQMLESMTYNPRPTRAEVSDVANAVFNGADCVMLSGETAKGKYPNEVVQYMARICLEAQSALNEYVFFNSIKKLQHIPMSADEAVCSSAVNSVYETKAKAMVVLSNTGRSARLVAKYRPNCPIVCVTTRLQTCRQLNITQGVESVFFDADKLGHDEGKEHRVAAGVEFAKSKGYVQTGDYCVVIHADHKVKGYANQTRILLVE
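Kinase-Glo luminescence read after 1 h RT reaction of 0.1 nM LmPK with 0.5 mM PEP and 0.1 mM ADP. Activity scaled between uninhibited and enzyme-free controls.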
AmpC no deterg: blocks E. coli AmpC beta-lactamase in detergent-free assay; P00811; AmpC nitrocefin hydrolysis, absorbance 480 nm, 0.0001% Triton; Potency, µM (titrated, usually from 57.1 µM), for inactives: at the highest dose activity change, negative = inhibition, usual class: inhibitors; 0.52% of 330,000 active; AID 485341;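 note: potency is the fitted concentration of half-maximal effect; plate controls were no compound for no effect and no enzyme for full effect; nearly all actives have a fitted effect of over 20% in size; some results filed as inactive show a strong effect at the top dose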
Target sequence (P00811 whole entry, looked up): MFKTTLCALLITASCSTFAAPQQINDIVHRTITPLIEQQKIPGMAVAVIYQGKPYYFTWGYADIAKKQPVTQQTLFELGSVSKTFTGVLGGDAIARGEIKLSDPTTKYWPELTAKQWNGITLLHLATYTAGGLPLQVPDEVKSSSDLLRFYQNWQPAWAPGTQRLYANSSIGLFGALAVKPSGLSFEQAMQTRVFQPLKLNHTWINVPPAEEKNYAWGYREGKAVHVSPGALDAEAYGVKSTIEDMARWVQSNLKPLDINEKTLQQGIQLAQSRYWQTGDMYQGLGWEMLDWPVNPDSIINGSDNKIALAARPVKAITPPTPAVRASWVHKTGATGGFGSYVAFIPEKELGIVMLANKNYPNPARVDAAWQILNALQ
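AmpC (5.3 nM in the dispensed reagent) in 20 mM phosphate pH 7.0 with 0.01% (detergent screen) or 0.0001% Triton X-100 was preincubated with compounds for 15 min at room temperature. Nitrocefin was then added from an 800 uM solution, and hydrolysis was followed at 480 nm.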
HCV inh: blocks hepatitis C virus; AID 651820; 3.4% of 340,000 active; Potency, µM (highest dose often 41.8 µM), without a hit: top-dose activity change, negative = inhibition, actives largely listed as inhibitors; Huh7.5.1 HCVcc-Cre infection, luciferase reporter, 44 h; note: potency is the fitted concentration of half-maximal effect
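Cells seeded at 1,000/well and cultured 4 h, then compounds added followed by HCVcc-Cre virus (~0.5 moi). After 44 h further culture, luciferase substrate was added, plates held 15 min at room temperature, and luminescence read for 15 sec.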
AmpC inh detg: AmpC beta-lactamase inhibition with detergent present; Potency, µM (titrated, usually from 114 µM), without a hit: top-dose activity change, negative = inhibition, usual class: inhibitors; 0.041% of 370,000 active; AmpC hydrolysis of nitrocefin, absorbance 480 nm, 0.01% Triton; P00811;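 note: potency is the fitted concentration of half-maximal effect; 0% = no-compound wells and -100% = no-enzyme wells; nearly all actives have a fitted effect of over 25% in size; some results filed as inactive show a strong effect at the top dose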
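AmpC (5.3 nM in the dispensed reagent) in 20 mM phosphate pH 7.0 with 0.01% (detergent screen) or 0.0001% Triton X-100 was preincubated with compounds for 15 min at room temperature. Nitrocefin was then added from an 800 uM solution, and hydrolysis was followed at 480 nm.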
Tb PYK inh: T. brucei pyruvate kinase inhibition; TbPYK enzyme, Kinase-Glo Plus ATP luminescence, 45 min; Potency, µM (highest dose often 76.8 µM), without a hit: at the top dose activity, negative = inhibition, actives largely listed as inhibitors; 0.12% of 410,000 active; note: potency is the fitted concentration of half-maximal effect; nearly all actives have a fitted effect of over 50% in size
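Glycolytic pyruvate kinase of T. brucei was incubated with substrate, test compound and 130 uM ADP for 45 minutes at room temperature. Luminescent Kinase-Glo Plus signal was measured after 10 minutes.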
AMA1-RON2 inh: AMA1-RON2 (P. falciparum) interaction inhibition. AlphaScreen AMA1-biotinylated RON2 peptide binding. Potency, µM (doses to about 58.2 µM), for inactives: at the highest dose activity change, negative = inhibition, most hits filed as inhibitors. 0.2% of 360,000 active;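 note: potency is the fitted concentration of half-maximal effect; 0% = vehicle wells and -100% = peptide control; nearly all actives have a fitted effect of over 45% in size; some results filed as inactive show a strong effect at the top dose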
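AMA1 (3D7) with his tag at 25 nM final met compounds first, then biotinylated RON2 peptide at 25 nM; detection used donor plus acceptor beads, 10 µg/mL apiece, read by AlphaScreen after 30 min at room temperature.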
HCMV antiviral: blocks human cytomegalovirus replication; HFF cells, HCMV-luciferase reporter, 72 h; hits give low values; activity change, negative = inhibition, % at 57.5 µM; 4.5% of 410,000 active; in the data active = activity change below about -60%; inconclusive = no clear call, values can overlap the other calls; inactive = above about -39%
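Inhibition of viral replication was scored as loss of reporter luminescence in HFFs infected with HCMV-luciferase (MOI 1 PFU/cell) for 72 h; compounds tested at 2 doses, normalized to buffer and Salinomycin controls.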
Active calls of the source: *; ? = inconclusive; · = no result given; & = joins results of further samples; [ ] = another dose, or the depositor's remark. Unless noted, calls come from the whole dose curve; as a rule, active = well fitted curve in the direction sought with a large enough effect; inconclusive = small, poorly fitted or top-dose-only effect, or another doubt; inactive = no such curve, though single readings can be large; an effect the other way counts as inactive or inconclusive. Unless noted, % is set by controls: 0 for no effect and ±100 for the full control effect.

SMILES	AmpC no deterg	Tb PYK inh	LmPK inh	HCV inh	AMA1-RON2 inh	AmpC inh detg	HCMV antiviral
CCOC(=O)CSc1nc(N(C)C)nc(N(C)C#N)n1	-12%	-3%	-2%	2%	10%	-11%	22
O=C(CSc1nccc(=O)[nH]1)N1c2ccccc2CCc2ccccc21	62%[activator]	-8%	3%	9%	-3%	?	-3
c1coc(CNc2ncnc3nc[nH]c23)c1	-17%	-4%	-3%	?	-1%	-10%	-21
CC(C)C(NC(=O)c1ccc(F)cc1)C(=O)NCC1CCCO1 (stereo unspecified)	-11%	2%	-5%	25%	0%	2%	0
O=C(COc1ccccc1Cl)Nc1nc(-c2ccncc2)cs1	-35%	-7%	·	22µM*	-2%	·	8
Cc1ccc(Cl)cc1NC(=O)C(=O)NCC(c1cccnc1)N1CCc2ccccc21 (stereo unspecified)	·	-2%	·	·	·	1%	-2
O=C(CN1C(=O)NC2(CCCC2)C1=O)Nc1cc(Cl)ccc1Oc1ccccc1	6%	1%	·	-8%	0%	-3%	-3
CC(C)CCOc1ccc(Cn2c(=O)oc3ccccc32)cc1	·	0%	·	·	·	17%	14
CCOC(=O)C1=CCN(S(=O)(=O)c2ccccc2F)C1c1cccc(Cl)c1 (stereo unspecified)	·	4%	·	·	5%	·	?
COc1ccc(-c2cnnn2-c2ccc(NC(=O)c3ccccc3OC)cc2)cc1	·	-4%	·	·	·	2%	-6
O=C(C1CCN(c2nc(-c3ccccc3)nc3c2CCC3)CC1)N1CCC(O)CC1	191%[activator]	-1%	-9%	-14%	-15%	-5%	-12
CCCn1c(C)cc(C(=O)COC(=O)c2c(C)nn(-c3ccccc3)c2C)c1C	76%[activator]	0%	12%	?	-25%	-2%	-24
O=C(Nc1nnc([C@@H]2C[C@H](O)[C@@H](CO)O2)s1)Nc1cccc2ccccc12	·	1%	·	·	18%	·	9
CCOC(=O)c1cc(NC(=O)c2cccnc2)ccn1	·	-2%	·	-5%	-4%	·	4
COc1ccc(OCc2nnc3n2N=C(c2ccccc2)C(CC(=O)O)S3)cc1 (stereo unspecified)	-18%	?	-1%	14%	-14%	?	41
CCCCOc1cccc(C2C(C(=O)c3ccc(C)o3)=C(O)C(=O)N2Cc2ccco2)c1 (stereo unspecified)	-38%	·	-1%	·	·	?	?
Cc1ccc(CNC(=O)c2cn(C3CCCCC3)c(=O)c3c2c2ccccc2n3C)o1	-28%	-15%	2%	-1%	8%	-9%	22
CSc1ncc2c(n1)-c1ccccc1N(Cc1ccccc1)S2(=O)=O	·	-9%	·	·	·	?	9
Cc1nc2c(=O)n(-c3cccc(C(F)(F)F)c3)nc(C)c2s1	8%	-13%	2%	0%	3%	-4%	-20
COc1ccc(C(c2nnnn2CC2CCCO2)N2CCN(c3cccc(C)c3C)CC2)cc1 (stereo unspecified)	125%[activator]	-20%	-2%	-1%	-1%	?	8
Cc1cc(N2CCCC2)nc(SCC(=O)c2ccccc2)n1	-11%	-12%	0%	-18%	7%	?	27
NC(=O)C(=O)N/N=C/c1c[nH]c2ccc(Br)cc12	-43%	-16%	-2%	6%	-21%	4%	-10
Cc1ncc(CN2CCCC(C(=O)c3cccc(Cl)c3)C2)s1 (stereo unspecified)	25%	-6%	6%	5%	-4%	?	18
CN(C(=O)COC(=O)CN1C(=O)c2ccccc2C1=O)c1c(N)n(Cc2ccccc2)c(=O)[nH]c1=O	-7%	9%	·	?	5%	-11%	-9
N#CC(C#N)=NNc1ccc(S(=O)(=O)N2CCCC2)cc1	-18%	1%	0%	1%	-1%[11.6 µM]	0%	-11
Cc1cccc(C)c1NC(=O)C(=O)NCC1CCCN1S(=O)(=O)c1ccccc1 (stereo unspecified)	-9%	2%	·	·	1%	-11%	-30
C/C(Cl)=C/CN1C(=O)C2C3C=CC(C3)C2C1=O (stereo unspecified)	-13%	-2%	1%	11%	-3%	-11%	0
COc1ccc(NC(=O)COC(=O)C2CCCN2C(=O)OC(C)(C)C)cc1Cl (stereo unspecified)	·	-6%	·	·	-2%	·	9
CCOc1ccc(NC(=O)N(C2CCCCC2)C2CCN(C(C)=O)CC2)cc1	·	0%	·	8%	-1%	·	-10
Cc1cc(C)nc(SCc2ccc(C(=O)O)o2)n1	-26%	-8%	6%	9%	-4%	?	4

Of the compounds above, these have a furan ring, fused or not.
SMILES	AmpC no deterg	Tb PYK inh	LmPK inh	HCV inh	AMA1-RON2 inh	AmpC inh detg	HCMV antiviral
c1coc(CNc2ncnc3nc[nH]c23)c1	-17%	-4%	-3%	?	-1%	-10%	-21
CCCCOc1cccc(C2C(C(=O)c3ccc(C)o3)=C(O)C(=O)N2Cc2ccco2)c1 (stereo unspecified)	-38%	·	-1%	·	·	?	?
Cc1ccc(CNC(=O)c2cn(C3CCCCC3)c(=O)c3c2c2ccccc2n3C)o1	-28%	-15%	2%	-1%	8%	-9%	22
Cc1cc(C)nc(SCc2ccc(C(=O)O)o2)n1	-26%	-8%	6%	9%	-4%	?	4

(list continues)
SMILES	AmpC no deterg	Tb PYK inh	LmPK inh	HCV inh	AMA1-RON2 inh	AmpC inh detg	HCMV antiviral
Cc1ccc(SCCN2CCC(C)CCC2=O)cc1 (stereo unspecified)	22%	-4%	-7%	-26%	-1%	-10%	96
CCC(NC(=O)c1cc(COc2ccc(OC)cc2Cl)on1)c1ccncc1 (stereo unspecified)	62%[activator]	-2%	-11%	?	-4%	-3%	49
O=C(Cc1ccccc1)N/N=C/c1cc(Br)cc(Br)c1O	-53%	-2%	-2%	?	77%[activator]	2%	55
CC(=O)c1ccc(N2CCN(C(=O)CCn3cnc4onc(-c5ccc(F)cc5)c4c3=O)CC2)cc1	·	0%	·	·	·	19%	-6
Cc1ccc(C2=[N+]([O-])C3(CCCCC/C3=N\NC(N)=S)N(O)C2(C)C)o1 (stereo unspecified)	-4%	·	6%	·	·	3%	·
COCCCNC(=O)c1cccc(C(=O)NCCCOC)c1	-23%	1%	-3%	·	36%	-13%	-15
Cc1cc(C)c2c(N)c(C(=O)c3cccc(Cl)c3)sc2n1	-19%	-9%	4%	?	6%	-12%	-5
COc1ccc(-c2oc3cccnc3c2C#CCO)cc1	34%	-6%	5%	?	-2%	?	·
Cc1ccc(NC(=O)c2cc(-c3cc(Cl)ccc3C)n[nH]2)cc1NS(C)(=O)=O	·	5%	·	·	-6%	·	-83*
Oc1c(C(Nc2nccs2)c2ccc(C(F)(F)F)cc2)ccc2cccnc12 (stereo unspecified)	-56%	-1%	0%	?	1%	-5%	0
CCn1c(=O)cc(OCC(=O)NCCCN2CC(C)CC(C)C2)c2ccccc21 (stereo unspecified)	-5%	-4%	2%	-26%&-27%	10%	1%	350
COc1cccc(C(=O)Nc2c(C(=O)Nc3ccc(F)cc3)oc3ccccc23)c1OC	·	-6%	·	·	·	-2%	44
O=C(O)Cn1nncc1-c1ccc(C(F)(F)F)cc1	·	-2%	·	·	-4%	·	8
Cc1cc2n(n1)SC(Nc1cc(Cl)ccc1Cl)N2 (stereo unspecified)	-29%	-9%	6%	7%	59%[activator]	?	-20
COc1ccc(C2C(C(C)=O)=C(O)C(=O)N2CCN(C)C)cc1OC (stereo unspecified)	-23%	·	-2%	·	·	-16%	·
O=c1[nH]c(=S)[nH]c2c1C(c1ccc(F)cc1)OC(CCc1ccccc1)C2 (stereo unspecified)	·	-5%	·	·	99%[activator]	·	-1
Cc1ccc(NC(=O)c2ccc3nsnc3c2)c(C)c1	-13%	-9%	0%	-3%	2%	-1%	-15
Cc1cc([N+](=O)[O-])nn1CCCC(=O)N1CCN(c2ccccc2)CC1	7%	-1%	3%	3%	0%	-2%	-19
Clc1ccccc1-c1cc2nc(NCc3ccco3)ccn2n1	·	5%	·	·	-12%	·	101
CCOc1ccc(-c2nc(N)ncc2Oc2cccc(OC)c2)c(O)c1	4%	-2%	6%	13µM*	-4%	?	-11
COc1ccc(-c2cc(NC=O)c3ncc(-c4cc(OC)c(OC)c(OC)c4)n3c2)cc1	·	-8%	·	·	34%[activator]	·	-81*
CCCOc1ccc(C(=O)NNC(=S)NC(=O)c2cc(-c3ccccc3)nc3ccccc23)cc1	4.5µM*	-13%	2%	-16%	6%	-13%	5
C=CCSC1=C(C#N)C(c2ccc(OCC)cc2)CC(=O)N1 (stereo unspecified)	-13%	-2%	0%	-2%	14%	-8%	11
N/C(=N\c1nc(CSc2ccccn2)cc(=O)[nH]1)Nc1ccc(Cl)cc1Cl	-6%	0%	2%	-16%	-5%	2%	?
Cc1ccc(OC(=O)C2CSC3(C)CCC(=O)N23)c(Br)c1 (stereo unspecified)	35%	0%	·	14%	-5%	-7%	14
Cc1onc(-c2ccccc2)c1C(=O)Nc1ccc2c(c1)OCO2	-20%	1%	3%	1%	-10%	?	?
Nc1nc(SCC(=O)N2CCN(c3ccccc3)CC2)n[nH]1	-7%	-10%	2%	14%	-3%	9%	-8
COc1ccccc1OCC(=O)Nc1oc(-c2ccccc2)c(-c2ccccc2)c1C#N	-26%	0%	2%	?	-16%	0%	-10
CCCC(CCC)C(=O)NNc1cc(=O)c2c(=O)n(C)c(=O)n(C)c2[nH]1	-6%	-1%	3%	22%	2%	?	33
COc1ccc(-c2cn3cccnc3n2)cc1NC(=O)C1CCCC1	-7%	-12%	3%	19%	-5%	-13%	8
CCOC(=O)C1=C(C)NC2=C(C(=O)c3ccccc32)C1c1cccnc1 (stereo unspecified)	-4%	-12%	1%	-25%	0%	?	7
CCOc1ccc(Nc2ncnc3c2nc2n3CCCC2)cc1	·	2%	·	·	·	17%	-1
C/C(Cc1ccccc1)=N\NC(=O)CNC(=O)COc1cccc(C)c1	-16%	3%	0%	13%	14%	-12%	-2

High-throughput results as filed in PubChem.
